SRC1 TRFRET art: counter-screen for PPARgamma SRC-1 recruitment agonists: TR-FRET artefact; TR-FRET detection artefact counter-screen, emission ratio; stronger effect = higher value; TR-FRET ratio at 8 µM; actives 0.34% (n = 99,000); AID 1051; in the data active means TR-FRET ratio above about 2300; further: inactives centre near 1800; reference of the scale not given here
SRC3 TRFRET art: flags TR-FRET format artefacts in PPARgamma SRC-3 recruitment agonist screen; TR-FRET artefact counter-screen, PPARgamma/SRC-3 format; stronger effect = higher value; TR-FRET ratio at 8 µM; actives 0.39% (n = 99,000); in the data active means TR-FRET ratio above about 2000; further: inactives centre near 1600; reference of the scale not given here
Numbers without * were called inactive. Some of the compounds tested. The share of hits here may be higher or lower than overall.

SMILES | SRC1 TRFRET art | SRC3 TRFRET art
CCOc1cc(C(=O)Nc2ccc(F)cc2)cc(Br)c1OC | 1991 | 1585
CCOC(=O)c1c(NC(=O)C2=C(C)NC(=S)NC2c2ccc(F)cc2F)sc(C)c1C (stereo not drawn) | 1904 | 1734
CC(C)Cn1c(N)c(C(=O)COC(=O)c2ccc([N+](=O)[O-])o2)c(=O)n(C)c1=O | 1937 | 1448
COc1cccc(CN2CCNC(=O)C2CC(=O)NCc2cn3ccccc3n2)c1OC (stereo not drawn) | 1410 | 1409
Cc1ccc(NC(=O)c2ccc(OCC3CCCO3)cc2)c(C)c1 (stereo not drawn) | 2087 | 1578
O=C(Cc1coc2cc3c(cc12)CCC3)OCC(=O)N1CCCC1=O | 1489 | 1753
CC(=O)c1ccc(N2CCN(C(=O)c3cccc(Oc4ccccc4)c3)CC2)cc1 | 2053 | 1729
COCCCNC(=O)CCn1c(=O)c2ccccc2n(Cc2cccc([N+](=O)[O-])c2)c1=O | 1667 | 1578
C/C(=N\NC(=O)c1c[nH]c2ccccc12)c1ccccn1 | 1565 | 1453
O=C(Cc1c[nH]c2ccccc12)NCc1ccco1 | 1887 | 1491
Nc1cc(Oc2cccnc2)cc([N+](=O)[O-])c1 | 1577 | 1536
O=C(NCCC(c1ccccc1)c1ccccc1)c1cnc2sccn2c1=O | 1821 | 1710
O=C(NNC(=O)c1cccc(Br)c1)Nc1ccc(Cl)cc1 | 1803 | 1551
COc1ccc2c(c1)OC(c1ccccc1)(C(F)(F)F)NC2=O (stereo not drawn) | 1743 | 1651
COc1ccc(C(=O)COC(=O)C2CCN(S(=O)(=O)c3cccc4cccnc34)CC2)cc1 | 1929 | 1613
C[C@H]1CC[C@H]2C(=O)N3[C@H](c4cccc(N5CCCC5=O)c4)[C@@H](C)CC[C@H]3C(=O)N2[C@@H]1c1cccc(N2CCCC2=O)c1 | 1461 | 1544
COC(=O)CSc1nnc(CNC(=O)c2ccc(S(=O)(=O)N(C)C)cc2)n1C | 1692 | 1526
CCN1CCN(C(=S)c2ccc(OC)cc2)CC1 | 1907 | 1410
Cc1ccc(C)c(CSc2nnc(-c3cccnc3)o2)c1 | 1894 | 1769
COC(=O)c1cc(OC)c(OC)cc1NC(=O)c1ccccc1C | 1759 | 1531
Cc1cc(C)n2cc(CSc3ccccn3)nc2n1 | 1766 | 1569
O=C(COC(=O)c1ccccc1Nc1ccccc1)NCc1ccccc1Cl | 2120 | 1619
CC1(C)CC(NNCCC#N)=CC(=[N+]2CCCC2)C1 | 1987 | 1784
CCOC(=O)C1CCN(CC(=O)NC(=O)NC2CCCCC2)CC1 | 1883 | 1723
CC1=C(C(=O)N(C)C)C(c2ccc(C)s2)NC(=S)N1 (stereo not drawn) | 1794 | 1658
CCCCn1c(-c2cccnc2)n[nH]c1=S | 1883 | 1582
CCOC(=O)N1CCN(C(=O)C2CCN(C(=O)c3cc(OC)cc(OC)c3)CC2)CC1 | 1703 | 1571
O=C(COC(=O)CCc1c[nH]c2ccccc12)NCc1ccc(Cl)cc1 | 1828 | 1560
Cc1cc(-c2nnc(CCC(=O)NC(C)c3ccc(F)cc3)o2)no1 (stereo not drawn) | 1719 | 1702
COc1cccc(C(=O)N/N=C(/CCC(=O)O)c2ccccc2)c1 | 1699 | 1718
O=[N+]([O-])c1ccc(NCCCN2CCOCC2)c([N+](=O)[O-])c1 | 1444 | 1533
C#CCNC(=O)C1=C[C@@H](c2ccc(C(F)(F)F)cc2)[C@H](CCCO)[C@@H](OCC)O1 | 1691 | 1673
CC(=O)c1ccccc1NS(C)(=O)=O | 1763 | 1428
O=C(c1ccc(S(=O)(=O)N2CCCCC2)cc1)N1CCN(CCN2C(=O)c3cccc4cccc(c34)C2=O)CC1 | 1847 | 1555
Cc1ccccc1NC(=O)N1CCc2ccccc2C1 | 1797 | 1706
Cc1cc(C)nc(N/C(=N\S(=O)(=O)Cc2ccccc2)Nc2ccc(F)c(Cl)c2)n1 | 1804 | 1582
N/C(=N\OC(=O)Cc1ccccc1[N+](=O)[O-])c1ccncc1 | 1985 | 1500
O=C(OC(C(=O)NCc1ccco1)C(OC(=O)c1ccccc1)C(=O)NCc1ccco1)c1ccccc1 (stereo not drawn) | 1624 | 1600
Cc1ccc(NC(=O)COC(=O)CCC(=O)c2ccc(Cl)cc2)cc1S(=O)(=O)N(C)C | 1739 | 1415
O=S1(=O)N=C(Nc2ccc(N3CCOCC3)c(Cl)c2)c2ccccc21 | 1989 | 1572

Rewritten field by field: part of the list above.
structure: Cc1ccc(NC(=O)COC(=O)CCC(=O)c2ccc(Cl)cc2)cc1S(=O)(=O)N(C)C
  SRC1 TRFRET art: 1739 | SRC3 TRFRET art: 1415
structure: O=S1(=O)N=C(Nc2ccc(N3CCOCC3)c(Cl)c2)c2ccccc21
  SRC1 TRFRET art: 1989 | SRC3 TRFRET art: 1572

Next records:
SMILES | SRC1 TRFRET art | SRC3 TRFRET art
CCCCc1ccc(NC(=O)COc2ccc(C(=O)Nc3ccccc3OC)cc2)cc1 | 1889 | 1610
Cc1ccc(C)c(NC(=O)COC(=O)CCc2ccc(S(=O)(=O)N3CCOCC3)cc2)c1 | 1746 | 1641
O=C(CCCCCNC(=O)c1ccccc1)C[N+](=O)[O-] | 1871 | 1787
CSc1nnc(-c2cccn(Cc3ccccc3)c2=O)o1 | 1600 | 1430
O=C(NCc1cccnc1)c1nc(-c2ccc(C(F)(F)F)cc2)no1 | 2153 | 1662
COc1ccc(C(NC(=O)/C=C/c2ccco2)c2ccc(OC)c(OC)c2)cc1 (stereo not drawn) | 2091 | 1792
COC(=O)c1c(C(=O)OC)c(-c2cccc(C)c2)n2c1CS(=O)C2 (stereo not drawn) | 1695 | 1392
CSc1nc(N(C)C)c2ccccc2n1 | 1787 | 1400
COc1cccc(C2CCCN2Cc2nc(CC3CC3)no2)c1 (stereo not drawn) | 1351 | 1679
COc1cc(OC)c(CN2CCC(CO)(CCOc3ccccc3)CC2)c(OC)c1 | 1797 | 1678
COc1ccc(-c2cc(C(F)(F)F)nc(SCC(=O)NCCCN3CCOCC3)n2)cc1 | 1955 | 1752
NC(=O)COC(=O)/C=C/c1ccccc1[N+](=O)[O-] | 1840 | 1647
CC(C)(C)c1ccc(S(=O)(=O)Nc2ccccn2)cc1 | 1803 | 1669
O=C(COC(=O)COc1ccccc1[N+](=O)[O-])Nc1ccccc1Br | 1976 | 1610
CN(C)S(=O)(=O)c1ccc(C(=O)Nc2nnc(-c3cccs3)o2)cc1 | 2082 | 1603
COc1ccc(C(=O)NNC(=S)NC(=O)/C=C/c2cccs2)cc1 | 1803 | 1539
O=c1nc(N2CCOCC2)nc(N/N=C/c2ccc3c(c2)OCO3)[nH]1 | 1558 | 1627
COc1ccc(-c2[nH]ncc2CN2CCC(OCc3ccccc3)CC2)c(F)c1 | 1711 | 1490
CCCCC(=O)Nc1ccccc1C(C)C | 1865 | 1614
CCOC(=O)C1=C(C)C2C3C(=O)N(c4cc(C)ccc4C)C(=O)C3C1(C)C1C(=O)N(c3cc(C)ccc3C)C(=O)C21 (stereo not drawn) | 1655 | 1668
CCOC(=O)N1CCN(C(=O)Cn2cnc3ccccc3c2=O)CC1 | 1714 | 1651
Cc1ccc(NC(=O)c2ccc(N3CCOCC3)c([N+](=O)[O-])c2)cc1S(=O)(=O)N1CCOCC1 | 1759 | 1852
CCNc1nc(-c2ccc(OC(F)F)cc2)c(C)s1 | 1728 | 1376
CCC(C)C(=O)Nc1nccs1 (stereo not drawn) | 1988 | 1490
COc1ccccc1CCNC(=O)CSc1nnc2ccc(-c3cccnc3)nn12 | 1953 | 1575
COc1ccccc1-n1cnc2cc(C(=O)NCc3ccco3)ccc21 | 1884 | 1565
O=C(NC(=S)Nc1ccc(S(=O)(=O)Nc2nccs2)cc1)c1cccc(F)c1 | 1636 | 1549
CCC(=O)Nc1ccc(NC(=O)c2ccccc2)nc1 | 1553 | 1494
CCCC1=NN(C(=O)Cc2ccc(OC)cc2)C(O)(C(F)(F)F)C1 (stereo not drawn) | 2090 | 1634
O=C1c2ccccc2C(=O)N1OCc1c(F)cccc1Cl | 1671 | 1485
NNC(=O)C1CC1c1ccc(Cl)cc1 (stereo not drawn) | 1875 | 1861
COc1ccc([N+](=O)[O-])cc1NC(=O)CCN1CCN(c2ccccc2)CC1 | 1950 | 1422
COc1ccc(Cl)cc1NC(=S)NCCC(c1ccccc1)c1ccccc1 | 1653 | 1551
CCOc1ccc(/C=C2\SC(=S)N(Nc3ccccc3)C2=O)cc1OC | 2047 | 1771
O=C(NC1CCN(Cc2ccccc2)CC1)c1ccc(N2CC3CC(C2)c2cccc(=O)n2C3)c([N+](=O)[O-])c1 (stereo not drawn) | 1898 | 1536
CCOc1cc(/C=N/NC(=O)c2cccnc2)ccc1OCC(=O)N(C)C | 1789 | 1552
CN(C)CCCN1C(=O)c2cccc3c(Br)ccc(c23)C1=O | 1873 | 1605
NCCNc1cc(N2CCCC2)ccc1[N+](=O)[O-] | 1724 | 1643
O=C(Nc1cc([N+](=O)[O-])ccc1F)C1CC1 | 1964 | 1792
O=C(Nc1ccc(O)c(-c2nc3ccccc3o2)c1)C1(c2ccc(Cl)cc2)CCCC1 | 1926 | 1428
COc1ccc(/C=C/C(=O)N2CCC(C(N)=O)CC2)cc1S(=O)(=O)N1CCOCC1 | 1789 | 1363
Cc1ccc(-c2cc(=O)[nH][nH]2)c(C)c1 | 1877 | 1520
Cc1nc(NC(=O)c2ccccc2)nc2cc3c(cc12)OCO3 | 1733 | 1646
CC1CCCCN1Cc1c(O)ccc2c(=O)c(-c3nc4ccccc4s3)c(N)oc12 (stereo not drawn) | 1677 | 1504
COc1ccc(C(=O)Nc2cccc(C(=O)NCc3ccco3)c2)cc1 | 1825 | 1482
Cc1cccc(-c2cc(N)n(-c3ccccc3)n2)c1 | 1725 | 1521
CCOc1cc(NC(=O)c2cccs2)c(OCC)cc1NC(=O)c1ccccn1 | 1618 | 1690
CCOCc1[nH]c(=S)[nH]c(=O)c1Cc1ccc(OCC)cc1 | 1709 | 1675
Cc1ccc(C)c(NC(=S)Nc2cccnc2)c1 | 1884 | 1410
O=C(NCc1cccs1)C1CC1 | 1940 | 1721
CCOC(=O)NC(c1ccc(C(C)C)cc1)C(Cl)(Cl)Cl (stereo not drawn) | 1605 | 1198
C/C(=C\C(=S)Nc1ccccc1)Nc1cccc2ccccc12 | 2086 | 2038
COc1cccc(-n2nnnc2SCC(=O)NCCc2ccc(OC)c(OC)c2)c1 | 1937 | 1504
OCCC1CN(Cc2nc3c(s2)CCCC3)CCN1CCc1ccccc1 (stereo not drawn) | 1738 | 1670
CC(C)(C)NC(=O)C1CC(=O)OC12CCOC(C)(C)C2 (stereo not drawn) | 1645 | 1387
C(=C\c1nc(-c2cccnc2)no1)/c1ccccc1 | 1954 | 1441
CCc1ccc(NC(=O)N2CCN(c3ccc(F)cc3)CC2)cc1 | 1732 | 1505
COC(=O)c1ccc(C)c(NC(=S)NCc2ccc(Cl)cc2)c1 | 1802 | 1680
Cc1ccc(C)c(NS(=O)(=O)c2ccc(OCC(=O)NCc3ccccn3)cc2)c1 | 1723 | 1593
CCOc1ccc(-c2csc(NC(=O)c3ccc(S(=O)(=O)N4CCc5ccccc5C4)cc3)n2)cc1 | 1814 | 1458
More entries follow:
SMILES | SRC1 TRFRET art | SRC3 TRFRET art
CC(=O)NCc1ccc(S(=O)(=O)N/N=C/c2ccccc2)cc1 | 1710 | 1659
COc1ccc(NC(=O)NCCc2ccc(Cl)cc2)cc1OC | 1603 | 1595
NC(=NCCc1c[nH]c2ccccc12)NC(=O)c1ccc(Cl)cc1 | 1876 | 1772
O=C(COC(=O)c1cc(-c2cccs2)nc2ccccc12)NC1CCS(=O)(=O)C1 (stereo not drawn) | 1682 | 1532
c1nc(N2CCC3(CC2)OCCO3)c2[nH]cnc2n1 | 1960 | 1739
COc1cccc(C(=O)NCCCn2ccnc2)c1 | 1835 | 1717
C/C(=N\NC(=O)c1c(Br)c(C)nn1C)c1cccc(NC(=O)c2ccccc2F)c1 | 1700 | 1518
O=C1CCCCC1Sc1nnc(Nc2ccccc2)s1 (stereo not drawn) | 1815 | 1498
CCCCNC(=O)COC(=O)c1cc(Br)ccc1Cl | 1914 | 1346
Cn1c(=O)c(C(=O)CN2CCCCCC2)c(N)n(Cc2ccccc2)c1=O | 1778 | 1737
COc1ccccc1NC(=S)NCc1cccs1 | 1875 | 1604
CCCCCCCN1C2=NCCCN2c2ccccc21 | 1873 | 1624
O=Cc1cnc(N2CCN(c3ccccc3)CC2)s1 | 1924 | 1585
CCC/C=N/NC(=O)c1ccc(F)cc1 | 1662 | 1420
O=C(N/N=C/c1sc(N2CCCCC2)nc1-c1cccs1)C1CC1 | 1543 | 1517

Entries above containing a nitro group on carbon, in the order listed:
SMILES | SRC1 TRFRET art | SRC3 TRFRET art
CC(C)Cn1c(N)c(C(=O)COC(=O)c2ccc([N+](=O)[O-])o2)c(=O)n(C)c1=O | 1937 | 1448
COCCCNC(=O)CCn1c(=O)c2ccccc2n(Cc2cccc([N+](=O)[O-])c2)c1=O | 1667 | 1578
Nc1cc(Oc2cccnc2)cc([N+](=O)[O-])c1 | 1577 | 1536
O=[N+]([O-])c1ccc(NCCCN2CCOCC2)c([N+](=O)[O-])c1 | 1444 | 1533
N/C(=N\OC(=O)Cc1ccccc1[N+](=O)[O-])c1ccncc1 | 1985 | 1500
O=C(CCCCCNC(=O)c1ccccc1)C[N+](=O)[O-] | 1871 | 1787
NC(=O)COC(=O)/C=C/c1ccccc1[N+](=O)[O-] | 1840 | 1647
O=C(COC(=O)COc1ccccc1[N+](=O)[O-])Nc1ccccc1Br | 1976 | 1610
Cc1ccc(NC(=O)c2ccc(N3CCOCC3)c([N+](=O)[O-])c2)cc1S(=O)(=O)N1CCOCC1 | 1759 | 1852
COc1ccc([N+](=O)[O-])cc1NC(=O)CCN1CCN(c2ccccc2)CC1 | 1950 | 1422
O=C(NC1CCN(Cc2ccccc2)CC1)c1ccc(N2CC3CC(C2)c2cccc(=O)n2C3)c([N+](=O)[O-])c1 (stereo not drawn) | 1898 | 1536
NCCNc1cc(N2CCCC2)ccc1[N+](=O)[O-] | 1724 | 1643
O=C(Nc1cc([N+](=O)[O-])ccc1F)C1CC1 | 1964 | 1792

Source: PubChem BioAssay
